# ATXN2 expr inh – ATXN2 expression inhibition; Potency, µM (highest dose often 57 µM), for the others: top-dose activity change, negative = inhibition, hits mostly inhibitors; HEK-293 ATXN2-luciferase reporter, luminescence, 24 h; hit rate 0.72% among 360,000; further: potency means the concentration at half of the fitted maximal effect; on the % scale 0 is the no-effect control and ±100 the full control effect; nearly all actives have a fitted effect of over 55% in size
#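 ATXN2-luciferase reporter cells (luciferase flanked by upstream and downstream ATXN2 gene portions) were treated 24 h at 37 °C with compounds at up to 57 uM. SteadyGlo luminescence gave expression; GF-AFC fluorescence gave viability.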
# TGFb SMAD3 inh – blocks TGF-b signaling. HepG2 CAGA-GFP TGF-b/SMAD3 reporter, GFP fluorescence, 18 h; TGF-beta stimulated, 500 pg/mL final. Potency, µM (doses to about 46.1 µM), inactives show at the highest dose activity, negative = inhibition, most hits filed as inhibitors. hit rate 1.2% among 410,000; further: potency means the concentration at half of the fitted maximal effect; on the % scale 0 is the no-effect control and ±100 the full control effect; nearly all actives have a fitted effect of over 65% in size
#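 Using HEPG2 CAGA-GFP reporter cells at 1000 cells/well, we pinned test compounds, stimulated with recombinant TGF-beta (500 pg/mL final) and measured total well GFP after 18 h.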
# Nrf2 inh – inhibitors of Nrf2 signaling; A549 ARE-Fluc reporter, luciferase luminescence, 18-24 h; Potency, µM (series often up to 46 µM), for inactives: at the highest dose activity change, negative = inhibition, hits mostly inhibitors; hit rate 2.1% among 360,000; AID 504444; further: potency means the concentration at half of the fitted maximal effect; on the % scale 0 is the no-effect control and ±100 the full control effect; nearly all actives have a fitted effect of over 60% in size
#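 Two sequential reads on A549 ARE_Fluc cells exposed to compound for 18-24 h: a CellTiter-Fluor fluorescence read for viability, then a luciferase luminescence read for Nrf2/ARE activity.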
# Nrf2 activator – activators of Nrf2 (ARE) signaling | Potency, µM (doses to about 46.1 µM), without a hit: at the top dose activation, most hits filed as activators | AID 624171 | hit rate 0.31% among 410,000 | AREc32 ARE-luciferase reporter (MCF7-derived line), luminescence, 24 h; further: potency means the concentration at half of the fitted maximal effect; % of control where 0% means no effect; nearly all actives have a fitted effect of over 65% in size
#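 Nrf2 activation is followed as ARE-luciferase induction in the AREc32 line after one day of compound treatment; luminescence is read with Steady-Glo.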
# A549 tox – A549 cytotoxicity, counter-screen for Nrf2 inhibitors | A549 ARE-Fluc cells, CellTiter-Fluor viability, 18-24 h | hit rate 0.16% among 390,000 | Potency, µM (series often up to 46 µM), for inactives: top-dose activity change, negative = cytotoxicity, actives largely listed as inhibitors; further: potency means the concentration at half of the fitted maximal effect; on the % scale 0 is the no-effect control and ±100 the full control effect
#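 A549 ARE_Fluc cells in 5% FBS OPTI-MEM were exposed to compounds in concentration-response for 18-24 h at 37 deg C. Viability was read by CellTiter-Fluor fluorescence (Ex 405/Em 525) after 30 min, before the luciferase read.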
# MCF10A rerep – DNA re-replication induction in MCF 10a cells; MCF 10A DNA re-replication, Hoechst nuclear intensity, 48 h; Potency, µM (series often up to 46.1 µM), for inactives: top-dose activity, positive = re-replication, hits mostly activators; hit rate 2.9% among 350,000; AID 624296; further: potency means the concentration at half of the fitted maximal effect; % of control where 0% means no effect; nearly all actives have a fitted effect of over 50% in size
# HepG2 viability – kills HepG2 cells in TGF-b inhibitor counter-screen. AID 588856. Potency, µM (doses to about 46.1 µM), for inactives: at the top dose activity change, negative = cytotoxicity, most hits filed as cytotoxic. hit rate 0.76% among 410,000. HepG2 CAGA-GFP viability, ATP luminescence, 18 h; further: potency means the concentration at half of the fitted maximal effect; some results filed as inactive show a strong effect at the top dose
#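 HepG2 CAGA-GFP cells (1000/well, DMEM with 1% FBS) received compound, then TGF-beta at 500 pg/mL final, and were incubated 18 hours at 37 degrees C. Viability was read by CellTiter-Glo luminescence. Media-only wells were set as complete cell-killing and DMSO as no toxicity.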
# ATXN viability – viability counter-screen for ATXN expression inhibitors. Potency, µM (top dose mostly 56.7 µM), most hits filed as cytotoxic. S2 cells (HEK-293 line with an ATXN2-luciferase reporter) viability, CellTiter-Fluor protease fluorescence, 24 h. hit rate 0.49% among 400,000; further: potency means the concentration at half of the fitted maximal effect; nearly all actives have a fitted effect of over 40% in size
# IL-1B inflam inh – blocks inflammasome-driven IL-1 beta release; THP-1 LPS/ATP IL-1B secretion, AlphaLISA, 16 h; active compounds read low; activity change, % at 57.5 µM; hit rate 4.7% among 360,000; AID 743279; in the data active means activity change below about -50%; inconclusive means mostly about -30% to -49%; further: on the % scale 0 is the no-effect control and ±100 the full control effect
#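 Secreted IL-1B measured by AlphaLISA bead assay after 16 h compound exposure of THP-1 cells; compounds (final up to 57.5 uM) added 1 h before LPS (250 ng/mL) and ATP (1.25 mM) stimulation; lower signal means less secretion.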
# * hit, by the source's call; i = inactive; ? = inconclusive; . = not tested or not shown; [ ] = dose if it differs, or a comment. Unless noted, the call rests on the fitted dose curve; in most records, active means well fitted curve in the direction sought with a large enough effect; inconclusive means small, poorly fitted or top-dose-only effect, or another doubt; inactive means no such curve, though single readings can be large; an effect the other way counts as inactive or inconclusive.
SMILES,ATXN2 expr inh,TGFb SMAD3 inh,Nrf2 inh,Nrf2 activator,A549 tox,MCF10A rerep,HepG2 viability,ATXN viability,IL-1B inflam inh
CCOc1ccc(C(=O)NCC(=O)OCC(=O)N2CCCC2)cc1,-3%,4%,7%,0.2%,-1%,-16%,3%,i,28
CC(=O)N1CCc2cc(Br)cc(S(=O)(=O)N3CCCCC3)c21,4%,2%,-3%,0.5%,3%,8%,-3%,i,15
O=C(O)COc1ccc(C(NC(=O)c2c(F)cccc2F)NC(=O)c2c(F)cccc2F)cc1,.,-1%,0%,-0.6%,8%,-2%,-5%,i,14
COc1ccc(-n2ncc(C(=O)N3CCN(c4ncccn4)CC3)c2C2CCN(C(=O)OC(C)(C)C)CC2)cc1,.,-23%,21%,-0.8%,10%,.,-1%,.,.
CCCCNC(=S)NNC(=O)c1cc(C)on1,8%,-14%,9%,-0.2%,-11%[1.84 µM],?,2%,i,0
CC(=O)N1CCCc2cc(S(=O)(=O)NCc3ccc(OC(C)C)cc3)ccc21,-2%,-19%,.,3.2%,0%,.,-22%,i,.
Cc1ccc(/C=C2/SC(=S)N(CC(=O)Nc3ncc(Cc4ccc(C)cc4)s3)C2=O)cc1,-19%,?,.,-0.8%,-23%,-11%,8%,i,-2
COc1ccc(CNC(=O)CN(C(=O)CCC(=O)Nc2ccccn2)c2cc(C)ccc2C)cc1,5%,0%,8%,-0.3%,1%,0%,-28%,i,-10
Cc1ccc(C(NC(=O)C2CCN(Cc3ccc(Cl)c(Cl)c3)CC2)c2ccccn2)cc1 (stereo not given),?,-17%,.,0.2%,.,.,1%,i,.
O[C@@H]1C[C@H](c2ccc(Cl)cc2)N(CC2CCCCC2)C[C@H]1n1cc(C2CC2)nn1,11%,4%,.,0.0%,.,.,-4%,i,8
O=C(/C=C/c1ccc(S(=O)(=O)N2CCOCC2)cc1)N1CCN(c2ccccc2)CC1,.,-9%,5.8µM*,-0.5%,1%,9%,-25%,i,-25
O=C(O)[C@H](Cc1ccccc1)NC(=O)C(c1ccccc1)(c1ccccc1)c1ccccc1,4%,-2%,-21%,-0.4%,-5%,-1%,0%,?,29
COc1ccc(NC(=O)CSc2nc3ccccc3c(=O)n2CCCN2CCCCC2)c(OC)c1,-2%,-8%,7%,3.5%,-14%,?,-56%,i,-28
CCOC(=O)CSc1cc(CS(=O)(=O)c2ccccc2)nc(-c2ccccc2)n1,-9%,5%,.,0.7%,4%,-2%,-10%,i,33
O=C(COC(=O)c1cccc(Br)c1)NCCc1ccc(F)cc1,1%,-6%,-16%,1.9%,2%,6%,-5%,i,22
CC(=O)N1CCN(c2ccc(NCc3ccco3)cc2)CC1,-12%,12%,?,2.4%,0%,1%,4%,i,.
COc1ccc(C2CC(=O)C3=C(C2)Nc2ccccc2N(C(C)=O)C3c2ccco2)cc1 (stereo not given),-2%,-11%,-8%,-0.2%,-2%,4%,-17%,i,-10
N#C/C(=C\c1ccc2c(c1)OCO2)C(N)=S,.,11%,16%,1.3%,5%,7%,-11%,?,9
C=CCn1c(COc2ccc(F)cc2)nnc1SCC(=O)NC1CCS(=O)(=O)C1 (stereo not given),2%,4%,6%,0.3%,-13%,0%,1%,i,-2
Cc1ccc(CNC(=O)CN2CCN(Cc3ccc(C)cc3)C2=O)cc1,4%,-10%,.,-0.2%,1%,0%,10%,i,37
Cc1cc(CN(C)C(=O)c2cc(COc3ccc(C)c(C)c3)on2)n[nH]1,5%,-28%,?,3.1%,-6%,?,-65%,i,5
O=C(CCc1ccccc1Cl)N1CCN(S(=O)(=O)c2ccccc2)CC1,.,-1%,-9%,-1.3%,5%,-2%,-9%,i,-7
Cc1onc(C(=O)NCc2ccc(F)cc2)c1[N+](=O)[O-],-8%,1%,-16%,4.4%,1%,7%,-10%,i,10
Cc1ccc(C2=NN(CC(=O)NCCc3ccccc3)C(=O)CC2)cc1,8%,-7%,.,0.7%,18%,.,-5%,i,.
CCOc1ccc(NC(=O)c2nn(C)c3c2COc2ccccc2-3)cc1,.,-7%,4%,7.8%,8%,.,-16%,.,.

# Next section; it opens with the 2 that closed the last part.
SMILES,ATXN2 expr inh,TGFb SMAD3 inh,Nrf2 inh,Nrf2 activator,A549 tox,MCF10A rerep,HepG2 viability,ATXN viability,IL-1B inflam inh
Cc1ccc(C2=NN(CC(=O)NCCc3ccccc3)C(=O)CC2)cc1,8%,-7%,.,0.7%,18%,.,-5%,i,.
CCOc1ccc(NC(=O)c2nn(C)c3c2COc2ccccc2-3)cc1,.,-7%,4%,7.8%,8%,.,-16%,.,.
Nc1nnc(-c2ccccc2F)s1,0%,5%,?,6.6%,-6%,-4%,0%,i,36
O=C(c1[nH]c(C(F)(F)F)nc1-c1ccccc1)N1CCN(c2ccncc2)CC1,3%,1%,.,-0.9%,.,.,8%,i,-12
COc1ccc(NC(=O)C2(C)CCN2C(=O)Cc2ccc(Cl)cc2Cl)cc1OC (stereo not given),-21%,?,.,3.8%,.,.,-29%,i,-19
Cc1ccc(-c2cc(N)n(-c3ccc(F)cc3)n2)cc1,16%,23%,14%,3.4%,-2%,0%,4%,i,-25
O=C(NCc1cccnc1)Nc1ccc(Cl)c(Cl)c1,.,-3%,19%,4.2%,1%,-5%,-26%,i,-11
CCCCCCNc1c([N+](=O)[O-])cc(C)cc1[N+](=O)[O-],-8%,-4%,16%,-0.7%,-2%,3%,-19%,i,-17
Cc1ccc(NC(=O)CSc2nnc(-c3ccncc3)o2)cc1,2%,15%,0%,0.5%,0%,4%,-11%,i,-11
COc1cccc2c(=O)c(SC(F)(F)C(F)C(F)(F)F)c(C)[nH]c12 (stereo not given),15%,-6%,-4%,0.9%,.,?,-13%,?,14
CCN1C(=O)[C@H]2[C@@H](c3ccc(-c4cccc(Cl)c4)cc3)N[C@@](C)(C(=O)OC)[C@H]2C1=O,-31%,1%,8%,2.6%,-3%,16%,-12%,i,-5
CCN(c1ccccc1)S(=O)(=O)c1ccc2c(c1)N(C(C)=O)CCS2,-8%,-7%,7%,0.1%,9%,5%,5%,i,90
CN1C(=O)[C@H]2[C@@H](/C=C/c3ccccc3)N3C(=O)CN(Cc4ccc(-c5ccccc5)cc4)C(=O)[C@@]3(Cc3ccccc3)[C@H]2C1=O,4%,?,-4%,4.6%,12%,9%,-11%,i,?
O=C1C2C3C=CC(C3)C2C(=O)N1/N=C/c1cn(Cc2ccccc2)c2ccccc12 (stereo not given),-23%,4.5µM*,.,4.2%,6%,?,-7%,i,13
COc1ccc(C2c3c(oc4ccccc4c3=O)C(=O)N2c2nc(C)c(C)s2)cc1 (stereo not given),-3%,19%,4%,0.5%,-2%,.,3%,i,.
COc1cc(OC)c(C(=O)OCC(=O)N(Cc2ccccc2)C(C)(C)C)cc1OC,-6%,8%,-5%,0.3%,0%,0%,-1%,i,-4
COc1ccc(-c2nnn(CC(=O)N3CCN(c4ccccc4OC)CC3)n2)cc1,-3%,3.5µM*,-2%,-0.5%,-1%,1%,-25%,i,-17
O=C(NCc1ccccc1)c1ccc(N2C(=O)C3CCCCC3C2=O)cc1 (stereo not given),0%,11%,3%,-0.3%,-2%,5%,5%,i,6
CCCCn1c(N)c(N(CC)C(=O)c2ccc([N+](=O)[O-])c(C)c2)c(=O)[nH]c1=O,-6%,3%,-5%,0.4%,-2%,-3%,8%,i,-2
Cc1nc([N+](=O)[O-])c(C(=O)OCc2ccc(C#N)cc2)n1C,-4%,0%,17%,2.0%,3%,-1%,0%,i,-8
CC(=O)c1cccc(Nc2ccc(C#N)cc2)c1,24%,-8%,.,5.6%,.,.,-38%,i,-16
Cc1cccc(NC(=O)C(C)SCc2ccccc2)c1 (stereo not given),12%,?,0%,0.9%,-4%,3%,3%,i,59
COc1ccccc1CNc1nc2c(S(=O)(=O)c3ccccc3)nnn2c2ccc(Cl)cc12,-2%,-3%,-15%,0.5%,1%,.,6%,i,.
CC(=O)NC1C(=O)N(Cc2ccccc2)c2ccc(Br)cc21 (stereo not given),-15%,?,-3%,1.8%,0%,23%,-13%,i,32
CCC1CCCCN1C(=O)COC(=O)CN(C)S(=O)(=O)c1ccc(NC(C)=O)cc1 (stereo not given),-6%,16%,15%,0.3%,1%,9%,1%,i,6
CCC(=O)NNc1ncnc2c1cnn2-c1ccccc1,-18%,3%,21%,0.4%,3%,-7%,4%,i,23
COc1ccc2[nH]c(=O)c(CN(CCc3ccccc3)Cc3nnnn3CC3CCCO3)cc2c1 (stereo not given),-1%,7%,-7%,5.7%,4%,4%,-17%,i,-17
# New compounds follow
SMILES,ATXN2 expr inh,TGFb SMAD3 inh,Nrf2 inh,Nrf2 activator,A549 tox,MCF10A rerep,HepG2 viability,ATXN viability,IL-1B inflam inh
COc1ccc(C(=O)c2sc(Nc3cccc(OC)c3)c(C(=O)Nc3cccc(C)c3C)c2N)cc1,-35%,?,23µM*,7.5%,?,1.5µM*,-41%,i,68
CCCCOc1ccc(CN2C(=O)C(=O)c3cc(Br)cc(C)c32)cc1OC,32µM*,10µM*,-12%,-1.1%,1%,.,16µM*,25µM*,.
COC(=O)C(Cc1ccccc1)OS(N)(=O)=O (stereo not given),-5%,0%,-18%,0.1%,2%,4%,-5%,i,-1
Cc1cc(C)c2c(CN(C)Cc3ccccc3)cc(=O)oc2c1,219%[activator],-13%,.,0.2%,.,.,-6%,i,1
CCOC(=O)C1CCN(c2nc3ccccc3n2CC(=O)c2ccccc2)CC1,-17%[11.3 µM],-6%,1%,-0.1%,2%,2%,-5%,i,-12
CCCNC(=O)C1CCC(Cn2c(=O)c3sccc3n(CC(=O)N3CCCC3)c2=O)CC1 (stereo not given),-9%,30%,?,0.2%,0%,.,18%,i,.
O=C(Cc1cccs1)N1CCC(c2nc3c(nnn3Cc3ccccc3)c(=O)[nH]2)CC1,-13%,1%,.,0.4%,0%,-4%,-13%,i,0
Cc1ccc(S(=O)(=O)Nc2nc(C)cc(-n3nc(C)cc3C)n2)cc1,11%,-12%,1%,-0.1%,-1%,-8%,1%,i,0

# High-throughput results from PubChem BioAssay.
